Bioassay records (PubChem BioAssay)
SR-BI DiI inh – inhibitors of SR-BI mediated HDL lipid uptake, primary screen, ldlA[mSR-BI] cells, fluorescence, single point; Scavenger receptor class B member 1 (Mus musculus), Q61009; ldlA[mSR-BI] CHO cells, DiI-HDL uptake fluorescence, 3 h; inhibition, % at 12.5 µM; 0.96% of 320,000 active; AID 488896, 2010;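 active means mean replicate inhibition of at least 70% and a set share of replicates each scoring 70 or more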;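 further: 0% = median of neutral control wells and 100% = median of positive control wells; values of inactives mirror those of a sister screen read the other way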
MITF act – activators of MITF-driven TRPM1 promoter reporter, primary screen, cell-based, SK-MEL-5, luciferase, single point | SK-MEL-5 TRPM1-promoter luciferase, 24 h; % of positive control, neutral wells = 0 | activation, % at 12.5 µM | 0.75% of 300,000 active | AID 588334, 2011;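 active means mean activation of at least 80% with every replicate also reaching 80%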;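 further: 0% = neutral control wells and 100% = parthenolide positive control wells; values of inactives mirror those of a sister screen read the other way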
HTR5A inv ctr – HTR5A inverse agonists in luminescence cell assay, primary screen, counter-screen for OPRM1-OPRD1 heterodimer inverse agonist project, full-deck HTS; HTR5A cell line, inverse agonism; inhibition, % at 9.3 µM; 0.083% of 340,000 active; AID 504634, 2011; in the data active means inhibition mostly above about 23%, no sharp cut-off; inactive means mostly below about 18%;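 further: 0% = cells with DMSO and 100% = no-cell wells with DMSO; some compounds called inactive have numbers as strong as hits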
V-ATPase pHluor – regulators of yeast V-ATPase proton pumping, primary screen, pHLuorin cytosolic pH fluorescence. S. cerevisiae. response, % at 10 µM. 0.37% of 350,000 active; in the data active means response mostly above about 7.3%, no sharp cut-off; inactive means mostly below about 5.4%; further: actives read high; inactives centre near 0; some compounds called inactive have numbers as strong as hits; reference of the scale not given here
NSD2 HMT inh – NSD2 histone methyltransferase inhibitors, primary screen, biochemical, AlphaScreen, single concentration, set 2; NSD2 peptide methylation, 120 min; Histone-lysine N-methyltransferase NSD2 (Homo sapiens), O96028; inhibition, % at 12.5 µM; 0.54% of 310,000 active; in the data active means inhibition above about 50%
PvdQ inh – P. aeruginosa PvdQ acylase inhibitors, primary screen, biochemical, fluorescence, plate reader and imaging, single point; 0.063% of 340,000 active; PvdQ acylase [Pseudomonas aeruginosa LESB58]; inhibition, % at 10 µM; purified PvdQ acylase; in the data active means inhibition above about 30%, passing the limit was not always enough;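 further: 0% = vehicle neutral wells and 100% = reference inhibitor wells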
HTR5A ag ctr – HTR5A agonists in luminescence cell assay, primary screen, counter-screen for OPRM1-OPRD1 heterodimer agonist project, full-deck HTS | 5-hydroxytryptamine receptor 5A (Homo sapiens), P47898 | cell-based | activation, % at 9.3 µM | 0.61% of 340,000 active; in the data active means activation mostly above about 9.5%, no sharp cut-off; inactive means mostly below about 7.6%;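 further: 0% = cells with vehicle only and 100% = reference agonist; strong numbers were not always called active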
CDK5 inh – inhibitors of human CDK5/p35 kinase, primary screen, biochemical, single concentration | Recombinant CDK5/p35, ADP-Glo luminescence, 60 min | inhibition, % at 10 µM | Cyclin-dependent kinase 5 (Homo sapiens) + Cyclin-dependent kinase 5 activator 1 (Homo … | AID 488839, 2010 | 0.01% of 330,000 active;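 active means highest replicate inhibition of at least 50% and at least 75% of replicates reaching 50%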;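 further: plate controls were DMSO neutral control for no effect and GW8510 at 10 µM for full effect; many of its hits are not listed in these tables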
dFosB act – activators of delta FosB homodimer, primary screen, biochemical, fluorescence polarization, TAMRA-CDK5 oligo, single point | purified delta FosB; percent of positive-control signal above neutral wells | 0.99% of 340,000 active | Protein FosB (Mus musculus), P13346 | AID 493131, 2011 | activation, % at 25 µM;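 active means mean activation above about 17%, with every replicate also reaching it, limit read from the data, passing the limit was not always enough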;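 further: fluorescence polarization rise as delta FosB binds a TAMRA Cdk5 AP-1 oligo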
Target sequence (P13346 whole entry, looked up): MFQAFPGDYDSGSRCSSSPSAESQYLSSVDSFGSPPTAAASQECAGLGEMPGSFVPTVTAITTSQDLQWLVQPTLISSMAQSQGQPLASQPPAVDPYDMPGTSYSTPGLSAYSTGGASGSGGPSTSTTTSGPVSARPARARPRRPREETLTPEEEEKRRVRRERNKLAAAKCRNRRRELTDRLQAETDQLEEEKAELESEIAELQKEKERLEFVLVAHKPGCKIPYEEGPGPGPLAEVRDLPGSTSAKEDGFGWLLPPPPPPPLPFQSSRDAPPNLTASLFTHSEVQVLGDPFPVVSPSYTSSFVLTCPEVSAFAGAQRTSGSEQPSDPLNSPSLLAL
Wnt bcat act – Wnt/beta-catenin pathway activators, primary screen, cell-based, plate reader, single point | Wnt/beta-catenin reporter cell assay, activator | activation, % at 9.35 µM | 1.2% of 300,000 active | AID 743398, 2014; in the data active means activation above about 30%, passing the limit was not always enough;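 further: 0% = neutral control wells and 100% = positive control wells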
* marks the source's active call; other numbers are inactive results; / = no result given.

No.	canonical_smiles	SR-BI DiI inh	MITF act	HTR5A inv ctr	V-ATPase pHluor	NSD2 HMT inh
1	CN(Cc1ccccc1)c1ccc(N2C(=O)CCCC2=O)cc1[N+](=O)[O-]	11.9	15.1	5.0	-0.3	3.2
2	O=C(CC1Sc2ccccc2NC1=O)NNc1ccc(Cl)c(Cl)c1 (stereo not given)	45.6	9.2	7.2	1.1	-2.5
3	COC(=O)c1sccc1S(=O)(=O)Nc1ccc(N2CCCCC2)cc1	16.1	-13.8	-13.2	2.7	0.9
4	COc1cc(OC)cc(-c2c(-c3ccc(F)cc3)c3cc(Br)ccc3n2C)c1	9.8	-18.6	11.6	1.7	/
5	COc1ccc(/C=C/C(=O)OCC(=O)Nc2ccc(Cl)cn2)cc1	0.0	-12.1	14.7	-2.1	-0.4
6	O=C(COCc1cc(-c2ccco2)on1)NC1CCCCC1	8.6	1.2	8.7	-1.3	-4.1
7	Clc1ccc(CSc2nnc(-c3c[nH]c4ccccc34)o2)cc1	-20.0	8.6	-3.0	4.9	0.2
8	CN(CC(=O)Nc1ccccc1Cl)C(=O)Cn1cc(C(F)(F)F)cc(Cl)c1=O	-30.5	-2.7	2.7	-1.0	-1.3
9	COc1ccc2nc(Nc3nc(C)c(C(C)=O)s3)sc2c1	3.4	69.2	-7.8	-1.1	-7.8
10	O=C1CC(c2ccc3c(c2)OCO3)c2cc3c(cc2N1)OCO3 (stereo not given)	/	-6.9	-1.7	-1.0	6.5
11	CCOc1ccc(/C=C2\CCc3ccccc3C2=O)cc1	-1.3	94.9*	-4.1	-3.8	-1.8
12	COc1ccc(NC(=O)CSc2nc(SC)ns2)c(OC)c1	47.4	47.1	14.9	-2.2	46.4

No.	PvdQ inh	HTR5A ag ctr	CDK5 inh	dFosB act	Wnt bcat act
1	-4.9	-1.4	-0.8	5.1	-4.7
2	-7.5	-1.9	0.0	2.3	-4.8
3	-2.1	5.1	-6.6	-9.2	5.2
4	-18.0	2.1	0.4	-11.1	-4.2
5	-0.6	-6.0	-1.5	-6.3	-1.7
6	-5.8	0.2	-0.5	-6.2	-1.1
7	12.8	-1.6	2.1	-5.1	/
8	9.6	-2.9	-0.8	-1.2	-0.9
9	-4.9	2.5	1.5	0.4	55.9*
10	-20.6	0.7	0.5	-13.4	/
11	-18.0	1.1	2.1	-3.9	10.2
12	-0.8	4.2	-0.4	0.3	13.2

(next part)
No.	canonical_smiles	SR-BI DiI inh	MITF act	HTR5A inv ctr	V-ATPase pHluor	NSD2 HMT inh
13	CCOC(=O)c1sc(NC(=O)C2CC2)nc1C	5.5	/	9.2	6.9	/
14	N#Cc1c(/N=C/N2CCOCC2)sc2c1CCCCC2	19.3	/	11.5	1.0	-0.1
15	COc1cccc(N2CC(C(=O)Nc3ccc(F)cc3)CC2=O)c1 (stereo not given)	-6.3	4.8	-30.2	-3.4	0.4
16	O=C(COC(=O)c1ccc(S(=O)(=O)N2CCOCC2)cc1)Nc1ccccc1OC(F)F	-14.0	-2.4	3.6	-2.7	-1.7
17	Oc1ccc(-c2cn3c(n2)SCC3)cc1O	-18.1	/	6.2	-0.6	105.1*
18	CC(C)C[C@@H](CN(N=O)[C@@H](Cc1ccccc1)CN(C)N=O)N(CCc1ccccc1)N=O	-9.8	0.5	-17.4	-0.2	/
19	CCn1c(-c2ccc(OC)c(OC)c2)n[nH]c1=S	-3.1	13.6	-4.5	0.7	-1.3
20	COc1ccc(NC(=O)c2cccc(N3C(=O)c4cccc([N+](=O)[O-])c4C3=O)c2)cc1	-13.4	11.1	2.5	1.6	-0.8
21	Cc1cc(C)cc(NC(=O)Nc2ccc(-n3ccc(C(F)(F)F)n3)cc2)c1	29.5	39.9	-6.9	5.5	4.3
22	O=C(Nc1cc(N2CCOCC2)ncn1)Nc1cccc2ccccc12	24.3	19.8	-7.4	-4.3	-9.5
23	CC(C)NC(=O)c1ccc(-c2cccc(C(F)(F)F)c2)o1	15.9	53.3	-17.5	3.0	-3.0
24	COc1cc(NC(=O)c2ccccc2)c(OC)cc1NC(C)=O	13.9	-11.0	-14.0	-1.9	-0.7
25	CCN(Cc1cc2cccc(C)c2[nH]c1=O)C(=O)c1ccccc1OC	7.5	-1.3	7.2	/	-2.2
26	Nc1nonc1-n1nnc(C(=O)N/N=C/c2cccc(O)c2)c1CN1CCCC1	-10.7	1.5	4.5	-3.6	2.0
27	Cc1ccc(S(=O)(=O)N2CCC(=O)N(CCOCc3ccccc3C)CC2)cc1	-8.5	-7.4	-0.5	-1.7	/

No.	PvdQ inh	HTR5A ag ctr	CDK5 inh	dFosB act	Wnt bcat act
13	-12.7	-3.1	-7.4	-3.7	2.7
14	-1.2	0.6	1.2	-7.4	/
15	10.9	1.5	-0.8	-5.4	-2.7
16	-10.2	-1.5	-0.4	-10.2	2.0
17	-12.7	-2.0	-1.0	-4.0	/
18	-3.5	6.5	1.5	-9.5	-5.0
19	-17.1	1.8	0.5	-2.0	/
20	-3.1	-1.3	1.7	5.5	7.0
21	-15.3	2.7	-0.4	13.8	15.0
22	-1.2	7.1	-0.3	-12.0	0.7
23	-9.4	-0.8	-1.0	-7.1	/
24	1.1	-2.3	0.6	-3.0	/
25	8.8	0.6	0.2	8.3	/
26	3.4	0.4	0.6	-4.7	-0.9
27	-7.9	0.2	0.6	-3.9	-3.8
